Source: PubChem (National Center for Advancing Translational Sciences (NCATS))
KDM5B inhibitor: blocks human KDM5B histone demethylase activity. Potency, µM (series often up to 57.7 µM), without a hit: at the top dose activity change, negative = inhibition, most hits filed as inhibitors. KDM5B demethylase, FDH-coupled NADH fluorescence (FDH is formaldehyde dehydrogenase). 220,000 tested, 2.6% active. AID 1347165. Q9UGL1; active = well fitted inhibition curve with a large enough effect; inconclusive = small, poorly fitted or top-dose-only effect; inactive = no such curve, though single readings can be large or run the other way; note: 0% is about no effect; nearly all actives have a fitted effect of over 70% in size
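Inhibition is measured as reduced NADH fluorescence generation from FDH coupling to formaldehyde release. Truncated KDM5BΔAP at 200 nM final acts on H3K4me3 peptide (12.5 µM in substrate mix) in pH 7.5 HEPES buffer with Tween-20, 30 min, room temperature.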
* marks the source's active call; other numbers are inactive results; i = inactive; ? = inconclusive; [ ] = dose if it differs, or a comment. Potency is the fitted concentration of half-maximal effect. Only part of the results is shown; rates above refer to the full screens.

Preview, 16 compounds:
SMILES | KDM5B inhibitor
CN(Cc1cccnc1)C(=O)C1C2C(=O)N(c3ccc(CCO)cc3)C[C@@]23C=C[C@@H]1O3 (stereo not given in full) | -8%
CC(C)CCC(C)NC(=O)Cc1ccc(S(=O)(=O)N2CCOCC2)s1 (stereo not given) | -20%
COc1ccc(-c2cc(N3CCC(NC(=O)c4cc(F)ccc4Cl)C3)n[nH]2)cc1 (stereo not given) | ?
CC1(/[N+]([O-])=C/c2ccc(F)cc2)CCCCC1=O (stereo not given) | 5%
CC(=O)Nc1ccc(NCc2nnc3n2CCCCC3)cc1 | 3%
Cc1cccc(NC(=O)C2CC(=O)N(c3n[nH]c4cc(Br)ccc34)C2)c1 (stereo not given) | ?
CC(C)NC(=O)CN1CCN(C(=O)c2ccc3ccccc3n2)CC1 | 11%
CCOCCOc1nc2c(c(=O)n(C)c(=O)n2C)n1Cc1ccc(C)cc1 | 13%
CC(C)(C)n1ccc(C(=O)NC2CC(c3nnc(CO)n3C3CC3)C2)c1 (stereo not given) | 2%
O=C1Nc2ccccc2C1Cc1ccc(Br)cc1 (stereo not given) | -78%
COc1ccc(C(C)C)cc1S(=O)(=O)NCCc1c(C)[nH]c2c(Cl)cccc12 | -38%
Cc1ccc(C(=O)OC2CCOC2=O)s1 (stereo not given) | 5%
COc1ccc(CN2C[C@@H](CO)[C@H](c3nc(C)no3)C2)cc1OC | -12%
COc1cc(NC(=O)Nc2nc3c(s2)C[C@]2(C)CC[C@@H]4[C@H](OC(=O)[C@H]4C)[C@H]2[C@@H]3C)cc(OC)c1 | -14%
O=C1CC(c2ccccc2)N(Cc2ccc(F)c(F)c2)CCCCCN1 (stereo not given) | 2%
CN=c1scc(-c2cccs2)n1/N=C/c1cccs1 | 4%

All compounds of this part, previewed entries included:
SMILES | KDM5B inhibitor
CN(Cc1cccnc1)C(=O)C1C2C(=O)N(c3ccc(CCO)cc3)C[C@@]23C=C[C@@H]1O3 (stereo not given in full) | -8%
CC(C)CCC(C)NC(=O)Cc1ccc(S(=O)(=O)N2CCOCC2)s1 (stereo not given) | -20%
COc1ccc(-c2cc(N3CCC(NC(=O)c4cc(F)ccc4Cl)C3)n[nH]2)cc1 (stereo not given) | ?
CC1(/[N+]([O-])=C/c2ccc(F)cc2)CCCCC1=O (stereo not given) | 5%
CC(=O)Nc1ccc(NCc2nnc3n2CCCCC3)cc1 | 3%
Cc1cccc(NC(=O)C2CC(=O)N(c3n[nH]c4cc(Br)ccc34)C2)c1 (stereo not given) | ?
CC(C)NC(=O)CN1CCN(C(=O)c2ccc3ccccc3n2)CC1 | 11%
CCOCCOc1nc2c(c(=O)n(C)c(=O)n2C)n1Cc1ccc(C)cc1 | 13%
CC(C)(C)n1ccc(C(=O)NC2CC(c3nnc(CO)n3C3CC3)C2)c1 (stereo not given) | 2%
O=C1Nc2ccccc2C1Cc1ccc(Br)cc1 (stereo not given) | -78%
COc1ccc(C(C)C)cc1S(=O)(=O)NCCc1c(C)[nH]c2c(Cl)cccc12 | -38%
Cc1ccc(C(=O)OC2CCOC2=O)s1 (stereo not given) | 5%
COc1ccc(CN2C[C@@H](CO)[C@H](c3nc(C)no3)C2)cc1OC | -12%
COc1cc(NC(=O)Nc2nc3c(s2)C[C@]2(C)CC[C@@H]4[C@H](OC(=O)[C@H]4C)[C@H]2[C@@H]3C)cc(OC)c1 | -14%
O=C1CC(c2ccccc2)N(Cc2ccc(F)c(F)c2)CCCCCN1 (stereo not given) | 2%
CN=c1scc(-c2cccs2)n1/N=C/c1cccs1 | 4%
Oc1ccc(-c2nc(C3CC3)nc3c2CN(Cc2ccc(OC(F)(F)F)cc2)CC3)cc1 | -11%
COc1ccc(/C=C(/C#N)c2nc(-c3ccc(-c4ccccc4)cc3)cs2)cc1 | 11%
Cn1ccnc1C(=O)N1CCC2(CC1)CN(c1ncccn1)CC2CO (stereo not given) | 22µM*
Cc1cc(C(=O)NCCC(c2ccccc2)c2ccccc2)c2ccccc2n1 | 5%
O=C(c1ccccc1)N1CCC(N2C(=O)C(O)C23CCCCC3)CC1 (stereo not given) | -10%
CCc1cccc(C)c1NC(=O)CN1C=C(C(=O)OC)C(C)=NS1(=O)=O | 33%[activator]
COc1ccc(CNC(=O)CN2C(=O)C(C)=C(c3ccc(C)c(C)c3)S2(=O)=O)c(OC)c1 | -6%
CN(C)c1ccc2nsnc2c1[N+](=O)[O-] | 12%
O=C(c1ccc(C2CCCN2)s1)N1CCc2nc[nH]c2C1 (stereo not given) | 16%
(more compounds)
SMILES | KDM5B inhibitor
Cc1nnc(SCC(=O)NC2CCCC2)n1CCc1ccccc1 | 22%
CN1C(=O)C2(CCN(C(=O)c3ccccc3F)C2)c2ccccc21 (stereo not given) | -7%[86.2 µM]
NNc1cc(Cl)c(Cl)cc1Cl | ?
CCNC(=S)N/N=C(/C)c1ccc(Cl)c(Cl)c1 | -8%
COc1ccc(Nc2nc3ccccc3nc2NS(=O)(=O)c2cccc(Cl)c2)cc1OC | 16%
O=C(CN1CCN(c2ccc([N+](=O)[O-])c3cnccc23)CC1)Nc1cccc(F)c1 | ?
COCCn1c(SCc2ccc(C#N)cc2)nnc1-c1ccc(Cl)cc1 | 26%
O=C(c1ccccc1Cl)N1CCCCC12Cc1ccccc1NC2=O (stereo not given) | -3%
Cc1ccc(NC(=O)C2C3C=CC4(O3)C2C(=O)N(CCN2CCOCC2)C4C(=O)NC2CCCCC2)cc1C (stereo not given) | -2%
O=S1(=O)CCC(S(=O)(=O)NC2CCCCC2)C1 (stereo not given) | 4%
CCCOc1ccc(-c2ccc(C(=O)O)cc2)cc1 | ?
O=C(CSc1nc2ccccc2s1)Nc1cc(C(F)(F)F)ccc1Cl | -2%
Cc1ccccc1OC(=O)c1nc(SCc2ccccc2F)ncc1Cl | -29%
O=Cc1c[nH]c2cc(Cl)ccc12 | -22%
COc1ccc(Cl)cc1Nc1ncnc2c1c(-c1ccccc1)cn2-c1ccccc1 | -8%
Cc1ccc(-n2ncc3c(NCCc4ccccc4)ncnc32)cc1Cl | ?
Cc1ccc(OCc2nc(-c3ccccc3OCC(=O)N3CCCC(C)C3)no2)cc1 (stereo not given) | ?
O=C(Nc1ccc2oc(=O)ccc2c1)c1ccc(OC(F)F)cc1 | -4%
O=c1ccc2cc(S(=O)(=O)N3CCC4(CCCNC4)C3)ccc2o1 (stereo not given) | 5%
CCCn1nc(C(=O)NCCc2ccc(S(N)(=O)=O)cc2)c2ccccc2c1=O | -11%
Cc1cc(C(=O)NNC(=O)CCC2CCCCC2)c2ccccc2n1 | 37%[activator]
COCc1nc(C2CCCN(C(=O)Nc3cc(C)ccc3C)C2)no1 (stereo not given) | 18%
N#CC1(NC(=O)CN2CCN(S(=O)(=O)c3ccccc3F)CC2)CCCC1 | -9%
COc1ccc(-c2[nH]c(-c3cccc(OC)c3)nc2SCC(=O)Nc2ccc3c(c2)OCO3)cc1 | ?
COc1ccccc1-n1nc(-c2c(C)nc3scc(CC(=O)NCc4ccccc4)n3c2=O)cc1C | 25µM*
Following part
SMILES | KDM5B inhibitor
CCOC(=O)c1c(C)[nH]c(C(=O)OC(C)C(N)=O)c1C (stereo not given) | 0%
O=C(CC1C=CCC1)Nc1cccc(OC2CCCC2)c1 (stereo not given) | 12%
COc1ccc(CN2CCOc3ccc(C(=O)NCc4ccc(C)cc4)cc3C2)c(OC)c1 | -24%
CCn1c(SCC(=O)Nc2c(C#N)cnn2-c2ccccc2)nnc1-c1cccs1 | -13%
Cc1ccc2nc(C)ccc2c1 | -7%
CCCn1c2ccccc2c2cnn(CC(=O)NCCc3ccccc3)c(=O)c21 | ?
Cn1ncc2c(C(=O)NCCc3ccc(Cl)cc3)cc(-c3ccc([S+](C)(=O)[O-])cc3)nc21 | ?
Cc1ccc(CN[C@@H]2CO[C@H](CNC(=O)C3CCCC3)[C@H]2O)cc1 | 26%[86.2 µM]
Cc1ccc(-c2cc(=O)[nH]c(NCc3ccccc3)n2)cc1 | ?
O=C(Nc1ccc(-c2noc(/C=C/c3ccccc3)n2)cc1)c1ccc(Br)o1 | 16%
CCOc1ccc2cc(C(=O)c3ccccc3)c(=O)oc2c1 | -6%
COc1ccc(CCNC(=O)CCCn2c(=O)c3ccccc3n(Cc3ccccc3)c2=O)cc1OC | -27%
CS(=O)(=O)NC1CCCN(c2cc(N3CCCC3)ncn2)C1 (stereo not given) | -3%
CC(C)c1ccc(NC(=O)CNCC(c2ccccc2)N(C)C)cc1 (stereo not given) | ?
CC(C)Nc1ncnc2c1CN(C1CCCNCC1)C(=O)CN2C (stereo not given) | ?
Cc1nc(CN2C[C@H](C(=O)N3CCN(c4ccccn4)CC3)C[C@@H]2c2ccc(F)cc2)cs1 | 28µM*
O=C(CSc1nc2ccccc2o1)NCC(=O)N1CCCC1 | 6%
Cc1noc(/C=C/c2nn(C)cc2Cl)c1[N+](=O)[O-] | ?
CCc1ccc(NC(=O)Cn2ccn(-c3ccc(OC)cc3)c(=O)c2=O)cc1 | ?
COc1ccc(-c2nnc(SCC(=O)Nc3cccc(C)c3)s2)cc1 | ?
COc1ccccc1CNC(=O)CCn1c(=O)c2ccccc2n(CC(=O)Nc2ccc(C)cc2Cl)c1=O | -26%
Cc1nc(N2CCN(C(=O)c3ccco3)CC2)nc2c1C(=O)CCC2 | -6%
CC(C)NC(=O)N1CCCC1c1noc(COc2ccc(F)cc2)n1 (stereo not given) | -8%
Cc1ncccc1C(=O)N1CCC2(CC1)CC(CO)N(C(=O)c1ccccc1)C2 (stereo not given) | -22%
C=CCOC(=O)COc1ccc2oc(=O)cc(-c3cc4cccc(OC)c4o3)c2c1 | 18%
Next section:
SMILES | KDM5B inhibitor
CCC(=O)N(C1CCOCC1)C1CCN(Cc2ccc(C)cc2)CC1 | 22%
CCCCc1ccc(Nc2nnc(SCc3nnc(C)o3)s2)cc1 | -18%
CCc1ccc(S(=O)(=O)N2CCSC2c2ccc(OC)c(Br)c2)cc1 (stereo not given) | -19%
Cc1ccc(-c2cc(-c3ccco3)c(C#N)c(=O)[nH]2)cc1 | ?
CCCCN(CC)CCNC(=O)c1nn(C)c2c1CS(=O)(=O)c1ccccc1-2 | 2%
CC(=O)N=c1scc(-c2ccccc2)n1-c1cccc(O)c1 | 6%
COc1cccc(CNS(=O)(=O)c2ccc3c(c2)OCC(C(=O)N2CCCCC2)O3)c1 (stereo not given) | -8%
Cc1cc(C(c2cc(C)c(N)c(C)c2)c2ccco2)cc(C)c1N | 11%
CC(Oc1ccccc1Cl)C(=O)NN (stereo not given) | 52%[activator]
COc1ccc(Cl)cc1NC(=O)CCCn1c(C)c2cnn(-c3ccccc3)c(=O)c2c1C | -25%
CC(C)c1cc(=O)oc2cc(OCC(=O)NCCc3ccc(F)cc3)ccc12 | ?
Cn1cc(-c2ccc3c(n2)CN(Cc2ccccc2)C(=O)CO3)cn1 | -31%[86.2 µM]
COC(=O)CCNC(=O)C(C)(C)c1ccccc1 | 11%
CC1(COc2ccccc2)COc2ccc(C(=O)NCc3cccs3)cc2N1 (stereo not given) | 32µM*
Cc1ccc(NS(=O)(=O)c2ccc(C(=O)O)cc2)c(Cl)c1 | 25%
Cc1c(Cl)cccc1NC(=O)N1CCCN(c2nc(-c3ccccc3)ns2)CC1 | 16%
NC(=O)c1ccc(-c2nc3c([nH]2)CN(c2ncnc4ccsc24)CC3)cc1 | i
CCCCN(C(=O)c1cccc(N2C(=O)c3ccccc3C2=O)c1)c1c(N)n(CCCC)c(=O)[nH]c1=O | 26%
O=C(NCc1ccco1)C1c2ccccc2C(=O)N(C2CCCC2)C12CCCCC2 (stereo not given) | -17%
CC(=O)c1ccc(N2CCN(Cc3nc4ccccc4[nH]3)CC2)cc1 | -12%
CCC(=O)N1CCC(n2nccc2NC(=O)Nc2ccccc2OC)CC1 | -19%
COc1ccc(OC)c(NC(=O)Cn2cccc(-c3nc(-c4ccc(OC)c(OC)c4)no3)c2=O)c1 | 12%
CSc1ncc(C(=O)N2CCN(c3ccc(F)cc3)CC2)c(C)n1 | -15%
CCCCn1nc(C(=O)Nc2cc(OC)c(OC)cc2C)c2ccccc2c1=O | 16%
CCn1nc(C)c(CCN(C)C(=O)Nc2cccc(Cl)c2C)c1C | -11%
Continuation:
SMILES | KDM5B inhibitor
COc1ccc(CNC(=O)COC(=O)c2[nH]c(C)c(C(C)=O)c2C)cc1OC | 6%
Cc1ccc(NC(=O)Cn2c(=O)n(CCCCC(=O)NCc3ccc4c(c3)OCO4)c(=O)c3ccccc32)cc1 | -15%
O=C(Nc1cccc(Cl)c1)Nc1ncc(Cl)cc1Cl | 6%
COCCCNc1nc2c([S+](=O)([O-])c3ccncc3)nnn2c2ccccc12 | ?
NS(=O)(=O)c1ccc(-n2nc(C3CCOC3)nc2C2CCC2)cc1 (stereo not given) | 8%
CCOC(=O)C1CCN(C(=O)c2cnn(-c3ccc(C)cc3)c2-n2cccc2)CC1 | 16%
O=c1oc2ccccc2cc1-c1cn2cc(Cc3ccc(Cl)cc3)sc2n1 | -22%
Cn1ccnc1CN1C[C@@H](F)[C@@H](OCc2nc3ccccc3n2C)C1 | -21%[86.2 µM]
CCCCCCOC(=O)C(C#N)c1nc2ccccc2nc1N1CCN(CC)CC1 (stereo not given) | -5%
Cc1ccccc1NC(=O)Cn1nnc(C(=O)NCc2cccs2)c1N | 6%
O=C(c1cnc[nH]1)N1C[C@@H](COc2cccnc2)[C@H](c2ccccn2)C1 | -5%
N#Cc1ccccc1N=Cc1ccc(F)cc1 | -4%
OC[C@@H]1CNC[C@H]1C1CCN(Cc2ccc(F)c(Br)c2)CC1 | -24%
COc1ccc(CN2CCc3nc(C(=O)NCCOc4ccccc4)oc3CC2)cn1 | ?
